AT treatment = qHTS Assay for Identifying a Potential Treatment of Ataxia-Telangiectasia. […] A-T fibroblasts, KAP-1 phosphorylation AlphaLISA; neocarzinostatin DNA damage 30 min before lysis. Potency, µM (titrated, usually from 57.5 µM), for inactives: at the highest dose activation, hits mostly activators. 320,000 compounds, 0.19% hits; further: potency means the concentration at half of the fitted maximal effect; % of control where 0% means no effect; nearly all actives have a fitted effect of over 45% in size
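ATM-like activity read as KAP-1 phosphorylation via AlphaLISA donor/acceptor antibody pairs after lysis and 6 hr at 25C. Cells were ATM-null patient fibroblasts ([…], hTERT), dosed 60 min, then exposed to the DSB inducer NCS for 30 min.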
TRPV1 ag = HTS Assay for Compounds that Act as Agonists of the Vanilloid Receptor 1. TRPV1-expressing cells, Fluo-8 calcium influx, agonist mode. activation, % at 8.33 µM. 320,000 compounds, 0.19% hits. AID 540275, 2011; in the data active means activation above about 80%; inconclusive means between about 30% and that limit; further: 0% is about no effect
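Fluo-8 calcium influx in TRPV1-expressing cells, kinetic read (ex 480/em 520 nm). Compound added and read 3 min for agonist activity, followed by capsaicin at EC20 final and 2 min further read for enhancement.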
CXXC DNA block = qHTS Fluorescence Polarization Assay for Inhibitors of MLL CXXC domain - DNA interaction; Histone-lysine N-methyltransferase 2A (Homo sapiens), Q03164; MLL-CXXC / FITC-HOXA9 DNA fluorescence polarization; Potency, µM (series often up to 115 µM), for inactives: at the highest dose activity change, negative = inhibition, actives largely listed as inhibitors; 290,000 compounds, 0.037% hits; AID 2662, 2010; active means well fitted inhibition curve with a large enough effect in the polarisation, with a control signal flat, not every such curve was filed as active; inconclusive means small, poorly fitted or top-dose-only effect, or effect the other way, or a change in a side signal; inactive means no such curve, though single readings can be large or run the other way; the % refers to the polarisation; further: potency means the concentration at half of the fitted maximal effect
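Fluorescence polarization: 7 uM MLL-CXXC (stock) preincubated 5 min with compounds, then 50 nM fluorescein-HOX-A9 DNA (stock) added; 30 min ambient. Buffer 50 mM Tris-HCl pH 7.5, 50 mM NaCl, 1 mM DTT, 0.05% BSA.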
p53 reactivator = qHTS assay for re-activators of p53 using a Luc reporter | H1299 p53-A138V BP100-luciferase reporter, luminescence, 24 h | Potency, µM (top dose mostly 92.2 µM), for the others: at the top dose activity change, positive = activation, hits mostly activators | 320,000 compounds, 0.063% hits | AID 504706, 2011; further: potency means the concentration at half of the fitted maximal effect; % of control where 0% means no effect; nearly all actives have a fitted effect of over 45% in size
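p53-null H1299 cells stably carrying temperature-sensitive p53-A138V and a BP100-luciferase reporter were pinned with compounds (4-point, 1:5 series) and held 24 hrs at 37 deg C. Luminescence was read 10 min after detection reagent.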
PTAP TSG101 blk = qHTS Assay for Iinhibitors of HIV-1 Budding by Blocking the Interaction of PTAP/TSG101; Potency, µM (doses to about 115 µM), for the others: top-dose activity change, negative = inhibition, hits mostly inhibitors; Fluorescence polarization, FITC-PTAP peptide / Tsg101 binding; 340,000 tested, under 10 active; active means well fitted inhibition curve with a large enough effect in the main read-out, with a control signal flat, not every such curve was filed as active; inconclusive means small, poorly fitted or top-dose-only effect, or effect the other way, or a change in a side signal; inactive means no such curve, though single readings can be large or run the other way; further: potency means the concentration at half of the fitted maximal effect; % of control where 0% means no effect
Target sequence (Q99816 whole entry, looked up): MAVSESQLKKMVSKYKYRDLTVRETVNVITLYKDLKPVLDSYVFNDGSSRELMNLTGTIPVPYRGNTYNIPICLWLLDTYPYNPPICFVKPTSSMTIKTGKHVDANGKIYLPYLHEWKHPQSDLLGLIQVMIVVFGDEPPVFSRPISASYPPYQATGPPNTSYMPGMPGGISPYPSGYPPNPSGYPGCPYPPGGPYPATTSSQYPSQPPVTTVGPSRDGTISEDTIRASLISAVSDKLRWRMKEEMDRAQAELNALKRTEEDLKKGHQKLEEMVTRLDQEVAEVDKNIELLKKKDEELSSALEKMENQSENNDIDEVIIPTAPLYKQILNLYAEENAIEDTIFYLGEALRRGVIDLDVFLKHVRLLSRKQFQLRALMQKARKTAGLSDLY
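Steps: Tsg101 binding domain dispensed (10 uM final), compounds pinned in DMSO, FITC-labeled PTAP-motif peptide added (50 nM final); after 20 min binding at room temperature, polarization measured.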
BRCA1 expr act = qHTS Assay to Identify Small Molecule Activators of BRCA1 Expression | MCF7-BRCA1-FFLuc reporter, luminescence, 48 h; response scale: scaled: vehicle 0%, 10 µM genistein 100% | Potency, µM (series often up to 46.1 µM), inactives show top-dose activation, usual class: activators | 380,000 compounds, 1.1% hits | AID 624202, 2012; further: potency means the concentration at half of the fitted maximal effect; nearly all actives have a fitted effect of over 80% in size; some results filed as inactive show a strong effect at the top dose
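Cells: MCF7-BRCA1-FFLuc, 2000/well. Exposure: 48 h, 37 °C, 5% CO2. Read: luminescence, 15 min post-substrate. Controls: genistein 10 microM (maximal activation), DMSO (neutral).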
TCR activator = Activators of T cell receptors: qHTS campaign | 330,000 tested, under 10 active | Potency, µM (titrated, usually from 9.22 µM), for inactives: top-dose activation of IL-2 secretion, most hits filed as activators | primary human leukocytes, anti-CD3, IL-2 HTRF, 48 h; further: % of control where 0% means no effect
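IL-2 produced over 48 hr by a-CD3 bead-stimulated primary human leukocytes exposed to compounds was detected with a homogeneous time-resolved FRET immunoassay, 665nm acceptor signal after 320nm excitation.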
ELG1 DNA repair = qHTS screen for small molecules that inhibit ELG1-dependent DNA repair in human embryonic kidney (HEK293T) cells expressing luciferase-tagged ELG1. AID 504467, 2011. HEK293T ELG1-luciferase reporter, luminescence, 16 h; DNA damage induced by 5-fluorouridine. 330,000 compounds, 2.3% hits. Potency, µM (titrated, usually from 46.1 µM), inactives show at the top dose activity change, negative = inhibition, usual class: inhibitors; further: potency means the concentration at half of the fitted maximal effect; on the % scale 0 is the no-effect control and ±100 the full control effect; nearly all actives have a fitted effect of over 55% in size
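DMSO vehicle served as the neutral condition. Each well held 2,000 cells given 5-fluorouridine plus compound; after 16 hr at 37 °C/5% CO2, ONE-Glo was added and luciferase measured 30 min later.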
a7 integrin act = qHTS for Activators of Integrin-Mediated Alleviation for Muscular Dystrophy | 350,000 compounds, 0.064% hits | Potency, µM (highest dose often 38.3 µM), for the others: at the top dose activation, usual class: activators | alpha7betagal myoblasts, beta-gal FDG fluorescence, 48 h;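 further: potency means the concentration at half of the fitted maximal effect; 100% = response of the positive control SU9516; nearly all actives have a fitted effect of over 60% in size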
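Alpha7betagal+/- myoblasts (passage 13) were plated 16-24 hr, then exposed to compounds (1:260 dilution of DMSO stock) for 48 hours at 37C. After MPER lysis, β-galactosidase reporter activity was read as FDG fluorescence (ex 480/em 540) after 30 minutes.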
B2AR arrestin = qHTS assay of beta-arrestin-biased ligands of beta2-adrenergic receptor. Beta-2 adrenergic receptor (Homo sapiens), P07550. beta-arrestin recruitment to beta2AR, cell-based reporter. Potency, µM (series often up to 46.1 µM), for inactives: at the highest dose activation, usual class: activators. 330,000 compounds, 0.02% hits. AID 492947, 2010;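 further: potency means the concentration at half of the fitted maximal effect; 0% = DMSO controls and full agonism = EC100 isoproterenol or metaproterenol; nearly all actives have a fitted effect of over 65% in size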
Target sequence (P07550 whole entry, looked up): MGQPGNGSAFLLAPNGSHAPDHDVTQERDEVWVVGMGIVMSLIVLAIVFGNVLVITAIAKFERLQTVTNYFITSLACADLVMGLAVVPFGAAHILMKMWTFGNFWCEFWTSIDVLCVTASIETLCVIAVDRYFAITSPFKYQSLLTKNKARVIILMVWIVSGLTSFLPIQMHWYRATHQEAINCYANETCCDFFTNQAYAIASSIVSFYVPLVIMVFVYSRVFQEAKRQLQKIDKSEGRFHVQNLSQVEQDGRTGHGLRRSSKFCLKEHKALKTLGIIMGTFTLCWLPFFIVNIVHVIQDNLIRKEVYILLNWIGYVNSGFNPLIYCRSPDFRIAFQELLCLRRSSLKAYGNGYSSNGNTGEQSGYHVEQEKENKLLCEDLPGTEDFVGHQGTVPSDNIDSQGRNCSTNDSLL
* = called active by the depositor; ? = inconclusive; . = not tested or not shown; & = joins results of further samples; [ ] = remark or other dose. Unless noted, the call rests on the fitted dose curve; in most records, active means well fitted curve in the direction sought with a large enough effect; inconclusive means small, poorly fitted or top-dose-only effect, or another doubt; inactive means no such curve, though single readings can be large; an effect the other way counts as inactive or inconclusive. Compounds were not picked by outcome. Share with any hit: about 3.8%.

SMILES	AT treatment	TRPV1 ag	CXXC DNA block	p53 reactivator	PTAP TSG101 blk	BRCA1 expr act	TCR activator	ELG1 DNA repair	a7 integrin act	B2AR arrestin
CC(CN1CCOCC1)OC(=O)COc1ccc(F)cc1 (stereo unspecified)	-4%	2	-5%	?	0%	-11%	4%	4%	10%	-0.2%
COCCCn1c(=O)/c(=C\c2ccc(OC(F)F)c(OC)c2)s/c1=C(/C#N)C(N)=O	-7%	-1	-1%	6%	-5%	-1%	6%	?	-2%	0.4%
Cc1ccc2nc(NC(=O)CCn3cccc3)sc2c1	-4%	4	2%	22%	-7%	74%	3%	?	-23%	-0.2%
CC1=NN(Cc2ccccc2)C(=O)C1	11%	-1	7%	0%	-2%	-18%	-6%[46.1 µM]	0%	22%	-0.6%
COc1ccc(NC(=O)C2CCC(C)(C(=O)O)C2(C)C)cc1 (stereo unspecified)	.	-1	-6%	.	0%	-4%	-5%	.	16%	.
CC(=O)c1ccc(S(=O)(=O)N(C)CCCC(=O)NCc2ccc3c(c2)OCO3)cc1	-6%	-4	.	-6%	-1%	-21%	-6%	?	4%	0.2%
O=C(CCSc1ccc(Cl)cc1)c1ccco1	-23%	7	-30%	-16%	-5%	-27%	-1%	-9%	-59%[inhibitor]	0.4%
COc1ccc(CCNC(=O)c2c(C)nc3ccccn23)cc1OC	1%	-2	-10%	-1%	0%	20%	3%	?	-1%	-0.5%
COc1ccc(Nc2cc(C(=O)NCCCOC(C)C)c3ccccc3n2)c(OC)c1	5%	-2	5%	-9%	-3%	7%	-21%	?	9%	0.2%
O=C1C=C(O)CC(c2ccco2)C1 (stereo unspecified)	.	-3	-1%	-3%	-4%	-1%	-2%[46.1 µM]	2%	5%	-0.2%
CCOC(=O)C1=CNS(=O)(=O)NC1c1ccc(C)cc1 (stereo unspecified)	-7%	.	.	1%	0%	14%	-4%[46.1 µM]	2%	20%	-1.0%
Cc1ccc2c(c1)[nH]c1c(=O)n(CCC3=CCCCC3)cnc12	3%	0	17%	19%	.	.	.	23%	.	0.5%
COCCCNC(=S)N1CCC(C(=O)c2ccc(Cl)cc2)CC1	5%	0	0%	.	-1%	-67%	.	?	-13%	-0.2%
O=C(CCNC(=O)c1ccccc1)Oc1ccc([N+](=O)[O-])cc1	-4%	5	25%	19%	-1%	-36%	3%[46.1 µM]	1%	38%	2.8%
Cc1ccc(C(=O)Nc2cc(Cl)ccc2OC(=O)c2ccc(C)cc2)cc1	-6%	3	105%[activator]	23%	.	.	.	?	.	0.1%
O=C1Cc2ccccc2Sc2ccccc21	3%	6	-6%	4%	-2%	-12%	-43%	2%	-4%	-0.7%
COc1ccc(C(C)=O)cc1COc1nc(C)nc2ccccc12	3%	-3	4%	-1%	-7%	-6%	2%	15%	11%	-0.3%
COc1ccc(C2Nc3ccccc3C(=O)N2Cc2ccco2)cc1COc1ccc([N+](=O)[O-])cc1 (stereo unspecified)	5%	5&-3	10%	-8%	-6%	-13%&-34%	1%	?	-24%	0.5%
COc1ccc(C2(CNC(=O)Cc3ccc(OC)c(OC)c3)CCOCC2)cc1	8%	4	6%	-8%	-5%	-13%	-16%	4%	15%	-0.4%
N#CC1(C(N)=O)OC12CCS(=O)(=O)c1ccccc12 (stereo unspecified)	.	.	.	.	-1%	-20%	2%	.	24%	.

4 entries drawn at random from the list so far:
SMILES	AT treatment	TRPV1 ag	CXXC DNA block	p53 reactivator	PTAP TSG101 blk	BRCA1 expr act	TCR activator	ELG1 DNA repair	a7 integrin act	B2AR arrestin
Cc1ccc2c(c1)[nH]c1c(=O)n(CCC3=CCCCC3)cnc12	3%	0	17%	19%	.	.	.	23%	.	0.5%
CC(CN1CCOCC1)OC(=O)COc1ccc(F)cc1 (stereo unspecified)	-4%	2	-5%	?	0%	-11%	4%	4%	10%	-0.2%
N#CC1(C(N)=O)OC12CCS(=O)(=O)c1ccccc12 (stereo unspecified)	.	.	.	.	-1%	-20%	2%	.	24%	.
Cc1ccc(C(=O)Nc2cc(Cl)ccc2OC(=O)c2ccc(C)cc2)cc1	-6%	3	105%[activator]	23%	.	.	.	?	.	0.1%

The list goes on:
SMILES	AT treatment	TRPV1 ag	CXXC DNA block	p53 reactivator	PTAP TSG101 blk	BRCA1 expr act	TCR activator	ELG1 DNA repair	a7 integrin act	B2AR arrestin
Cc1cccc(-n2c(-c3csc4ccccc34)n[nH]c2=S)c1	7%	2	-6%	-4%	-5%	-39%	2%[46.1 µM]	-12%	39%	-1.3%
COc1ccccc1N1CCN(S(=O)(=O)c2ccc(NC(C)=O)cc2)CC1	-5%	1	-2%	7%	-2%	-6%	2%	7%	-2%	-0.4%
Cc1ccc(Cl)c2c(N=Nc3ccccc3)c(O)[nH]c12	-4%	-1	?	47%	?	44%	.	?	-39%[inhibitor]	-3.9%
Nc1c(C(=O)NCc2cccs2)nnn1CC(=O)Nc1cccc(Cl)c1	11%	2	17%	4%	1%	-8%	-3%	1%	-14%	-0.1%
COc1ccc(/C=C(\C#N)C(=O)NCc2cccs2)cc1OC	-6%	19	-10%	1%	0%	-4%	-3%[46.1 µM]	-4%	-17%	-1.1%
O=C(OCc1nnc(-c2ccccc2)o1)c1ccc([N+](=O)[O-])o1	-3%	6	.	9%	-4%	10%	-5%	-5%	-3%	-0.1%
O=C(NC1CCS(=O)(=O)C1)/C(=C\c1ccccc1)NC(=O)c1ccccc1 (stereo unspecified)	-9%	-3	-22%	6%	-3%	4%	-6%[46.1 µM]	9%	-6%	-1.0%
O=C(CN(c1ccccn1)S(=O)(=O)c1ccccc1)Nc1ccccc1	4%	3	2%	1%	1%	20%	-4%	-6%	-2%	0.5%
O=C(c1cnsn1)N1CCC(CO)(Cc2ccc(Cl)cc2)CC1	6%	-1	18%	0%	2%	-15%	4%	-7%	-19%	-0.3%
O=C(CSc1nnc(CNC(=O)c2c(F)cccc2Cl)o1)c1ccccc1	-1%	-2	3%	-4%	-10%	-9%	10%[46.1 µM]	9%	-22%	-0.5%
CCCn1nnc(NC(=O)c2ccc(OCC)c(Cl)c2)n1	-7%	6	1%	10%	-1%	23%	-2%	29%	0%	-0.4%
CC1CN(Cc2nc3c(c(=O)n(C)c(=O)n3C)n2CCN2CCOCC2)CC(C)O1 (stereo unspecified)	.	-2	-2%	-11%	-2%	-4%	0%	0%	9%	-0.5%
COc1cccc(CNC2CCCCCCC2)c1OC	3%	0	-7%	-3%	0%	-9%	-4%	-7%	-18%	0.0%
COc1ccccc1C(=O)Nc1c[nH]c(=O)[nH]c1=O	6%	3	0%	4%	-2%	0%	0%	-1%	-60%[inhibitor]	0.3%
NC(=O)C1CCN(C(=O)c2ccc(Oc3cc(Cl)cc(Cl)c3)o2)CC1	6%	-4	2%	-8%	-3%	-7%	3%	-2%	5%	0.9%
COc1cc2nc(N(CCN(C)C)C(=O)c3ccc(S(=O)(=O)N(C)CC4CCCO4)cc3)sc2cc1OC (stereo unspecified)	-2%	1	-7%	4%	2%	-4%	-2%	-3%	-14%	-0.2%
CC(C)(C)N(NC(=O)Nc1ccccc1)C(=O)c1ccccc1	0%	0	7%	-7%	-1%	3%	-4%[46.1 µM]	12%	18%	-1.4%
Cc1cc(C(=O)N/N=C/c2ccc(C)o2)c2ccccc2n1	2%	-2	-1%	14%	-1%	-66%	-3%[46.1 µM]	0%	-15%	-0.1%
Cc1cc(OCC(=O)N(C)c2ccccc2)cc2c1C(=O)CC(C)(C)O2	-8%	11	4%	-2%	-2%	0%	10%	-9%	3%	0.4%
O=C(CC(=O)c1ccccc1)Nc1cc([N+](=O)[O-])ccc1Cl	4%	-1	-1%	10%	0%	-7%	5%	1%	7%	0.0%
COc1cc(/C=N/Nc2nc3ccccc3[nH]2)cc(Br)c1OCC(=O)N(C)C	-3%	1	-5%	-7%	-1%	5%	5%	?	-20%	0.1%
Nc1ncc(-c2ccccc2)c(-c2ccc(OCc3ccccc3)cc2O)n1	-5%	-2	11%	-1%	-1%	-91%	2%	0%	-30%	3.4%
CCC(C(=O)O)N1C(=O)c2ccccc2C1=O (stereo unspecified)	-2%	3	3%	2%	-1%	-1%	-7%	17%	8%	-0.2%
CCCC(=O)Nc1ccc2nc(SCC(=O)Nc3ccc(N4CCOCC4)c(Cl)c3)sc2c1	-4%	5	19%	22%	-11%	-3%	-1%	?	16%	-0.1%
Cc1nc(-c2cccc(NS(=O)(=O)c3cccc4ccccc34)c2)cs1	-2%	0	6%	-4%	0%	2%	-16%	-4%	-5%	0.4%
